Screening results as filed in PubChem.
Luc counter: Counterscreen for Luciferase (Kinase-Glo TM) Inhibition; AID 1379, 2008; Kinase-Glo luciferase, ATP luminescence, 8 min; 200,000 tested, 0.28% active; Potency, µM (highest dose often 38.3 µM), for the others: at the highest dose activity change, negative = inhibition, hits mostly inhibitors; Luciferin 4-monooxygenase (Photuris pensylvanica), Q27757; further: on the % scale 0 is the no-effect control and ±100 the full control effect; nearly all actives have a fitted effect of over 60% in size
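Compound is pinned into ATP-containing buffer (10 uM ATP, imidazole pH 7.2, 7 mM MgCl2). Kinase-Glo luciferase reagent is then added. Light output is recorded following an 8-min room-temperature incubation.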
KDM4E inh: qHTS Assay for Inhibitors of Human Jumonji Domain Containing 2E (JMJD2E); Lysine-specific demethylase 4E (Homo sapiens), B2RXH2; JMJD2E catalytic domain, FDH-coupled NADH fluorescence (FDH is formaldehyde dehydrogenase); Potency, µM (highest dose often 57.1 µM), for inactives: top-dose activity change, negative = inhibition, actives largely listed as inhibitors; 230,000 tested, 1.6% active; active means well fitted inhibition curve with a large enough effect, not every such curve was filed as active; inconclusive means small, poorly fitted or top-dose-only effect, or another doubt; inactive means no such curve, though single readings can be large or run the other way;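 further: 0% = wells with enzyme and -100% = buffer wells without enzyme; nearly all actives have a fitted effect of over 50% in size; many of its hits are not listed in these tables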
Target sequence (B2RXH2 1-337 limits assumed): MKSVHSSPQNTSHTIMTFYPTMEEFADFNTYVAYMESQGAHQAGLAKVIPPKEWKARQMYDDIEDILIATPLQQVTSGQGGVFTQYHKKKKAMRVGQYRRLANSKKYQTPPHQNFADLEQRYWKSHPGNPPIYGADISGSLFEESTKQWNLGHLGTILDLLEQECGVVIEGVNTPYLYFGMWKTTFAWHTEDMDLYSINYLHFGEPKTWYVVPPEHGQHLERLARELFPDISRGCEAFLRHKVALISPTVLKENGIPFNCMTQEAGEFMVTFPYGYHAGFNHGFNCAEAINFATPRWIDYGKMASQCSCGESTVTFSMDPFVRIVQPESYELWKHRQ
NPSR antagonist: qHTS Assay for Antagonists of the Neuropeptide S Receptor: cAMP Signal Transduction | Q6W5P4 | CHO-NPSR cells, cAMP TR-FRET, antagonist mode | Potency, µM (top dose mostly 38.3 µM), without a hit: at the highest dose activity change, negative = inhibition, usual class: inhibitors | 220,000 tested, 1% active | AID 1461, 2008; further: on the % scale 0 is the no-effect control and ±100 the full control effect; nearly all actives have a fitted effect of over 50% in size; many of its hits are not listed in these tables
Target sequence (Q6W5P4 whole entry, looked up): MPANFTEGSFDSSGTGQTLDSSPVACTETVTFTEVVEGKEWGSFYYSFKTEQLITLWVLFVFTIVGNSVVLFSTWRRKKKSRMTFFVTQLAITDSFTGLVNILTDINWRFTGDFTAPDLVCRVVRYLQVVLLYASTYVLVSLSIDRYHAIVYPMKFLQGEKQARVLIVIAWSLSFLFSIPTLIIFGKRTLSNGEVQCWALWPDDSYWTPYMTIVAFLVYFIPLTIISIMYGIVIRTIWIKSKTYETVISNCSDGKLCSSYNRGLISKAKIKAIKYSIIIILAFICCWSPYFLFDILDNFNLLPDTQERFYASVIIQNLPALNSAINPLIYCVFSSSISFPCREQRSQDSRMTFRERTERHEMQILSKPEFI
GoLoco inh red: qHTS Assay for Inhibitors of RGS12 GoLoco Motif Activity (Red Fluorophore) | Guanine nucleotide-binding protein G(i) subunit alpha-1 (Homo sapiens), P63096 | Gai1:RGS12 GoLoco peptide FP, rhodamine, 10 min | Potency, µM (top dose mostly 61.6 µM), for the others: top-dose activity, negative = inhibition, actives largely listed as inhibitors | 230,000 tested, 0.44% active; active means well fitted inhibition curve with a large enough effect, not every such curve was filed as active; inactive means no such curve, though single readings can be large or run the other way; further: on the % scale 0 is the no-effect control and ±100 the full control effect; nearly all actives have a fitted effect of over 30% in size; many of its hits are not listed in these tables
Target sequence (P63096 whole entry, looked up): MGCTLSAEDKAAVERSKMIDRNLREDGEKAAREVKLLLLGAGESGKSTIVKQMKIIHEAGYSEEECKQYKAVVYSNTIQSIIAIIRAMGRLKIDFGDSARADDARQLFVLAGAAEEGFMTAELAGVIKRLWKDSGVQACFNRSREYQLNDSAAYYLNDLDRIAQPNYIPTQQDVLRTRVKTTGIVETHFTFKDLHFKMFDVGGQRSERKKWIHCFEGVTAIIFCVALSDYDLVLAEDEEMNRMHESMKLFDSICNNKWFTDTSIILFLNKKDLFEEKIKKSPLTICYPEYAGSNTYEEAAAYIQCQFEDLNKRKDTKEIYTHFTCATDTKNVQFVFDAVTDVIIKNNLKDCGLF
IMPase Li cell: qHTS Assay for Identifying the Cell-Membrane Permeable IMPase Inhibitors: Potentiation with Lithium | CHO-M1 cells, IP1 TR-FRET (IP-One), carbachol + lithium | Potency, µM (titrated, usually from 59.4 µM), for inactives: at the highest dose activity, negative = IMPase inhibition, hits mostly inhibitors | 210,000 tested, 0.35% active | AID 1457, 2008;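 further: IP1 builds up when IMPase is blocked and the TR-FRET signal falls; plate controls were basal vehicle for no effect and high inhibitor control for full effect; nearly all actives have a fitted effect of over 50% in size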
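Test compounds were applied to CHO-M1 cells previously cultured for 16–30 h at 2000 per well. A small lithium amount accompanied them; after 30 min at 37C, IP1 was quantified by TR-FRET.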
RECQ1 inh: qHTS Assay for Inhibitors of RecQ-Like Dna Helicase 1 (RECQ1); RECQ1 DNA unwinding, red fluorescence kinetic read; AID 2549, 2010; 240,000 tested, 0.54% active; Potency, µM (top dose mostly 57.3 µM), inactives show top-dose activity, negative = inhibition, usual class: inhibitors;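 further: plate controls were vehicle for no effect and no enzyme for full effect; nearly all actives have a fitted effect of over 30% in size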
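50 nM RECQ1T1 preincubated 15 min with compound in Tris pH 8.0 buffer with MgCl2, DTT, Tween-20 and 2.5 ug/ml poly(dI-dC); started with 200 nM TAMRA/BHQ-2 forked duplex and 2 mM ATP. Unwinding read as fluorescence (525/598 nm), two reads 2 h apart.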
SMN2 splice up: qHTS Assay for Enhancers of SMN2 Splice Variant Expression. 210,000 tested, 2.8% active. Potency, µM (top dose mostly 46.1 µM), for inactives: at the highest dose activity change, positive = activation, hits mostly activators. HEK293 SMN2-luciferase splicing reporter, luminescence, 30-36 h; further: % of control where 0% means no effect; nearly all actives have a fitted effect of over 55% in size
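qHTS luciferase splicing reporter: luminescence rises when SMN2 exon 7 is included in transfected HEK293 cells. Compound exposure lasted 30-36 h at 37C, with 4.5 mM final sodium butyrate as control, followed by a ONE-Glo read.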
Epigenetic derep: Quantitative High-Throughput Screen for Regulators of Epigenetic Control | murine LDR cells, GFP reporter derepression, 30 h | Potency, µM (titrated, usually from 53.9 µM), inactives show at the top dose GFP activation, most hits filed as activators | 280,000 tested, 0.2% active; further: % of control where 0% means no effect; nearly all actives have a fitted effect of over 60% in size
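Murine LDR cells bearing a silenced CMV-driven GFP reporter were exposed to compound for 30 h at 37 C. After PBS washes, GFP-positive cells (20-120 um objects) counted by laser-scanning microplate cytometry.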
* = called active by the depositor; i = inactive; ? = inconclusive; . = no result given; [ ] = remark or other dose. Unless noted, the call rests on the fitted dose curve; in most records, active means well fitted curve in the direction sought with a large enough effect; inconclusive means small, poorly fitted or top-dose-only effect, or another doubt; inactive means no such curve, though single readings can be large; an effect the other way counts as inactive or inconclusive. Potency means the concentration at half of the fitted maximal effect. The list is partial; the hit share may differ from the screen's.

SMILES | Luc counter | KDM4E inh | NPSR antagonist | GoLoco inh red | IMPase Li cell | RECQ1 inh | SMN2 splice up | Epigenetic derep
Cn1ncc(Br)c1C(=O)Nc1ccc(F)cc1F | -1% | 8% | 5%[46.1 µM] | 1% | 0% | -6% | -13% | -2.3%
O=c1[nH]c2ccc(S(=O)(=O)N3CCN(c4ccc(F)cc4)CC3)cc2o1 | . | 1% | 1%[7.67 µM] | -12% | . | -12% | . | -0.3%
CNc1ccc([N+](=O)[O-])cc1C(=O)O | . | 1% | 8% | 8% | . | i | . | -0.3%
Cc1ccc(C(c2sc3nc(C)nn3c2O)N2CCN(c3ccc(F)cc3)CC2)cc1 (stereo not given) | -8% | -3% | -16%[46.1 µM] | 5% | -16%[38.3 µM] | -3% | 0% | 0.0%
CC(C)CCn1c(O)c(N=NC(=O)c2ccco2)c2ccccc21 | -7% | 4% | -44% | 8% | 12% | -3% | -1% | 1.1%
Cn1c(=O)c2c(ncn2Cc2nnc(N)s2)n(C)c1=O | -3% | -4% | -20% | -8% | -3% | i | -20% | -3.5%
COc1cc(OC)cc(C(=O)N[C@H](C(=O)OCc2cc(=O)oc3cc(C)ccc23)C(C)C)c1 | -1% | ? | -14% | 11% | 10% | 3% | -4% | -3.2%
CC(=O)NC(=S)Nc1ccc(NC(=O)c2cccnc2Cl)cc1 | . | -3% | 1% | 2% | . | -12% | . | 4.2%
CCN(Cc1cc(OC)c(OC)c(OC)c1)C(=S)Nc1cccc(SC)c1 | . | 9% | 27% | 3% | . | -5% | . | 0.0%
CCC(=O)c1ccccc1OCCN1CCN(CC)CC1 | 0% | ? | 8% | 8% | 17% | i | -1% | -1.9%
COc1cccc(CNC(=O)CCC2CCCN(C(=O)c3ccoc3C)C2)c1 (stereo not given) | . | 0% | -8% | -1% | . | -1% | . | 1.3%
COC(=O)c1cc(OC)c(OC)cc1NC(=O)c1cccc(C)c1 | 1% | ? | -3% | 7% | 11% | i | -19% | -0.9%[10.1 µM]
COc1ccccc1NC(=O)CSc1nc2nc(C)cc(C)c2c(=O)[nH]1 | 4% | -2% | -14%[46.1 µM] | 9% | 7%[38.3 µM] | 9% | 3.5µM* | -1.1%
CC(C)(C)N(Cc1ccccc1)C(=O)COC(=O)c1cccc([N+](=O)[O-])c1 | 1% | -6% | -28% | 10% | 10% | -7% | -1% | -0.5%
COc1cc(C2C=C(Nc3ccccc3)C(=O)N2c2ccccc2)ccc1O (stereo not given) | 7% | 2% | 1% | 120%[activator] | 10% | -2% | . | -1.1%
O=C(/C=C/c1ccccc1)NC(NC(=S)Nc1cc(Cl)ccc1Cl)C(Cl)(Cl)Cl (stereo not given) | 2% | 4% | -13%[46.1 µM] | -6% | -1%[38.3 µM] | 7% | -26% | 1.5%
CCCCN(C)CCCNC(=O)c1ccc(N2CCCC2=O)cc1 | -2% | 4% | 6%[46.1 µM] | 7% | 1%[38.3 µM] | -10% | 3% | -0.9%
Cc1cc(NS(=O)(=O)c2ccc(NC(=O)c3cc4cc(Br)ccc4oc3=O)cc2)no1 | 1% | -2% | -34% | -4% | 4% | -1% | -27% | -0.6%
O=[N+]([O-])c1ccccc1N(CC1CO1)S(=O)(=O)c1ccccc1 (stereo not given) | 1% | -5% | 7% | 12% | 6% | 16% | -14% | -0.3%
CC1(C)CC(C)(O)N(Cc2ccccc2)C(=S)N1 (stereo not given) | -1% | 8% | 19%[46.1 µM] | 1% | -1% | -1% | 4% | 0.0%

3 entries already listed, arranged by count of non-hydrogen atoms, largest number first.
SMILES | Luc counter | KDM4E inh | NPSR antagonist | GoLoco inh red | IMPase Li cell | RECQ1 inh | SMN2 splice up | Epigenetic derep
COc1cccc(CNC(=O)CCC2CCCN(C(=O)c3ccoc3C)C2)c1 (stereo not given) | . | 0% | -8% | -1% | . | -1% | . | 1.3%
O=c1[nH]c2ccc(S(=O)(=O)N3CCN(c4ccc(F)cc4)CC3)cc2o1 | . | 1% | 1%[7.67 µM] | -12% | . | -12% | . | -0.3%
CCCCN(C)CCCNC(=O)c1ccc(N2CCCC2=O)cc1 | -2% | 4% | 6%[46.1 µM] | 7% | 1%[38.3 µM] | -10% | 3% | -0.9%

The list continues:
SMILES | Luc counter | KDM4E inh | NPSR antagonist | GoLoco inh red | IMPase Li cell | RECQ1 inh | SMN2 splice up | Epigenetic derep
COc1ccccc1C(=O)Nc1cc(Cl)ccc1O | . | ? | -9%[46.1 µM] | . | . | -21% | . | -2.8%
CC1CCCC(C)N1C(=O)Cc1ccccc1 (stereo not given) | 0% | 0% | -7%[46.1 µM] | -1% | 49%[activator][38.3 µM] | 10% | -13% | 7.1%
Cc1cc(OCC(O)CN2CCN(CCO)CC2)ccc1C(C)C (stereo not given) | 1% | -8% | 3%[46.1 µM] | 4% | 46%[activator][38.3 µM] | -8% | 13% | 4.8%
CCC(O)C1CCN(Cc2cn(Cc3ccccc3)nc2-c2cc3ccccc3o2)CC1 (stereo not given) | 1% | -2% | 28% | 16% | 32%[activator] | 13% | . | -1.0%
O=C(/C=C/Nc1ccccc1C(=O)O)c1cccs1 | -15% | ? | -13% | -10% | -1% | -8% | 11µM* | -1.0%
COc1ccc(N/C(C)=C2/C(=O)C(=O)N(CCO)C2c2ccc(Br)cc2)cc1 (stereo not given) | -5% | 5% | ? | 0% | -7%[38.3 µM] | i | 4% | 1.6%
Cc1cc(C)cc(CSc2nnc(C)c(=O)[nH]2)c1 | -1% | 12% | -2%[46.1 µM] | 6% | 38%[activator][38.3 µM] | 2% | 8% | 0.0%
COCCNC(=O)C1CC(=O)N(C2CCCC2)C1 (stereo not given) | -6% | -3% | 0%[46.1 µM] | 2% | -11%[38.3 µM] | 1% | 9% | -1.1%
CCOC(=O)c1c(CN2CCOCC2)n(-c2ccccc2)c2cc(Br)c(O)cc12 | -1% | 2% | ? | -2% | 3%[38.3 µM] | -16% | -7% | 0.0%
COC(=O)CSc1nnc([C@H](CC(C)C)NC(=O)OC(C)(C)C)o1 | 0% | 14% | -4%[46.1 µM] | 7% | 6%[38.3 µM] | i | 39% | -1.0%

Profiles, quoted from the list. Order of values: Luc counter | KDM4E inh | NPSR antagonist | GoLoco inh red | IMPase Li cell | RECQ1 inh | SMN2 splice up | Epigenetic derep
`Cc1cc(OCC(O)CN2CCN(CCO)CC2)ccc1C(C)C` (stereo not given) reads 1% | -8% | 3%[46.1 µM] | 4% | 46%[activator][38.3 µM] | -8% | 13% | 4.8%
`COc1ccccc1C(=O)Nc1cc(Cl)ccc1O` reads . | ? | -9%[46.1 µM] | . | . | -21% | . | -2.8%
`O=C(/C=C/Nc1ccccc1C(=O)O)c1cccs1` reads -15% | ? | -13% | -10% | -1% | -8% | 11µM* | -1.0%

(listing goes on)
SMILES | Luc counter | KDM4E inh | NPSR antagonist | GoLoco inh red | IMPase Li cell | RECQ1 inh | SMN2 splice up | Epigenetic derep
COc1ccc(CCn2c(C)cc(C(=O)CSc3nnnn3-c3ccccc3)c2C)cc1OC | 5% | -4% | -16%[46.1 µM] | 9% | 28%[38.3 µM] | -1% | . | 1.1%
Cc1ccccc1-c1nc(S(=O)(=O)c2ccc(Br)cc2)c(NCc2cccnc2)o1 | -2% | ? | -20%[46.1 µM] | 8% | 35%[activator][38.3 µM] | -16% | -8% | 0.8%
CCN1C(=O)C(CC(=O)Nc2ccc(OC)cc2)N(CCCN2CCN(c3ccc(F)cc3)CC2)C1=S (stereo not given) | 0% | -14% | -37% | 7% | 1% | -17% | -53%[inhibitor] | 3.8%
COC(=O)CN1C(=S)N(c2ccc(F)cc2)C(=O)C1CC(=O)Nc1ccc(OC)cc1 (stereo not given) | . | -3% | -7% | -7% | . | -4% | . | 0.1%
COc1ccccc1N1CCN(C(=O)CNC(=O)c2cn(-c3ccccc3OC)c(=O)c3ccccc23)CC1 | -1% | ? | -11% | -8% | 0% | -3% | 9% | 0.0%
Cc1ccc(-n2c(=S)[nH]c3c(oc4ccccc43)c2=O)cc1C | . | -1% | ? | . | . | 5% | . | -0.9%
Cc1cccnc1NC1(C(F)(F)F)N=C2SCCN2C1=O (stereo not given) | -3% | 1% | 14% | -2% | -15% | i | -3% | 2.3%
CCCCNC(=O)Nc1cc(C)on1 | 1% | 1% | -12%[46.1 µM] | 47%[activator] | -13%[38.3 µM] | i | -7% | -2.1%
COc1ccc(C(C#N)c2ccc(Cl)nn2)cc1 (stereo not given) | -3% | 4% | 15% | 2% | 2% | -3% | -5% | -0.3%
C/C(=N\NC(=O)c1cccc([N+](=O)[O-])c1)c1cccs1 | . | -6% | -4% | 5% | . | -5% | . | -0.5%
Cc1c(Br)c([N+](=O)[O-])nn1CC(=O)Nc1ccc(C(C)C)cc1 | -3% | -1% | -38% | -11% | 16% | -1% | -14% | 1.1%
CCOC(=O)c1c(-c2ccccc2)csc1NC(=S)NC(=O)c1ccccc1 | 6% | -3% | 7%[46.1 µM] | -2% | 18%[38.3 µM] | 4% | -9% | 0.6%
COc1ccc(-c2nnc(SCCOc3cccc(C)c3)n2N)cc1 | -5% | -3% | -9%[46.1 µM] | 1% | 26%[38.3 µM] | 2% | 14% | -1.0%
CN(Cc1ccccc1)C(=O)Cn1cccc1C(=O)c1ccccc1 | -2% | 7% | -12%[46.1 µM] | -3% | 23%[38.3 µM] | i | -5% | 1.8%
Cc1noc(C)c1COC(=O)c1ccc(-c2nc3ccccc3s2)s1 | -2% | ? | -26%[46.1 µM] | 3% | 10%[38.3 µM] | -12% | 10µM* | -1.0%
CCOC(=O)CNc1nc(Cl)nc(Nc2ccc(Cl)cc2)n1 | . | ? | 16% | -3% | . | -9% | . | -5.2%
CN(C)CCCNCCCN | . | . | . | 8% | -3% | 0% | -3% | .
COC(=O)c1ccccc1NC(=O)CN1C(=O)CSC1=O | -1% | -11% | -2%[46.1 µM] | 3% | 5%[38.3 µM] | 2% | -7% | -1.6%
